# Source: PubChem
# DT40 TDP1 CPT: qHTS for Inhibitors of human tyrosyl-DNA phosphodiesterase 1 (TDP1): qHTS in cells in presence of CPT | chicken DT40 Tdp1-/-;hTDP1 cells + 20 nM CPT, ATP luminescence, 48 h | Potency, µM (doses to about 46.2 µM), without a hit: at the highest dose activity change, negative = growth inhibition, most hits filed as inhibitors | actives 12% (n = 420,000) | AID 686979, 2013; also: nearly all actives have a fitted effect of over 55% in size
#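 Cell growth measured by CellTiter-Glo luminescence after a minimum 48 h, 37 C compound exposure with 20 nM CPT in Tdp1-knockout DT40 cells stably expressing hTDP1, seeded 400/well; qHTS titration format.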
# DT40 TDP1 no CPT: qHTS for Inhibitors of human tyrosyl-DNA phosphodiesterase 1 (TDP1): qHTS in cells in absence of CPT; DT40 Tdp1-/- hTDP1 cells, no CPT, ATP luminescence, 48 h; AID 686978, 2013; actives 15% (n = 420,000); Potency, µM (highest dose often 46.2 µM), inactives show top-dose activity change, negative = growth inhibition, most hits filed as inhibitors; also: nearly all actives have a fitted effect of over 55% in size
#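 Chicken DT40 Tdp1-/- cells complemented with human TDP1, screened without camptothecin (DMSO vehicle only), 400 cells/well. Compounds pin-transferred, cells incubated at 37 °C for at least 48 hr. Growth read as ATP-dependent luminescence (CellTiter-Glo, 30 min at RT).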
# TDP1 inh: qHTS Assay for Inhibitors of Tyrosyl-DNA Phosphodiesterase (TDP1); Tyrosyl-DNA phosphodiesterase 1 (Homo sapiens), Q9NUW8; recombinant TDP1, AlphaScreen DNA substrate cleavage; Potency, µM (highest dose often 130 µM), for inactives: at the top dose activity change, negative = inhibition, hits mostly inhibitors; actives 0.28% (n = 350,000); AID 485290, 2010; also: nearly all actives have a fitted effect of over 40% in size
# Target sequence (Q9NUW8 whole entry, looked up): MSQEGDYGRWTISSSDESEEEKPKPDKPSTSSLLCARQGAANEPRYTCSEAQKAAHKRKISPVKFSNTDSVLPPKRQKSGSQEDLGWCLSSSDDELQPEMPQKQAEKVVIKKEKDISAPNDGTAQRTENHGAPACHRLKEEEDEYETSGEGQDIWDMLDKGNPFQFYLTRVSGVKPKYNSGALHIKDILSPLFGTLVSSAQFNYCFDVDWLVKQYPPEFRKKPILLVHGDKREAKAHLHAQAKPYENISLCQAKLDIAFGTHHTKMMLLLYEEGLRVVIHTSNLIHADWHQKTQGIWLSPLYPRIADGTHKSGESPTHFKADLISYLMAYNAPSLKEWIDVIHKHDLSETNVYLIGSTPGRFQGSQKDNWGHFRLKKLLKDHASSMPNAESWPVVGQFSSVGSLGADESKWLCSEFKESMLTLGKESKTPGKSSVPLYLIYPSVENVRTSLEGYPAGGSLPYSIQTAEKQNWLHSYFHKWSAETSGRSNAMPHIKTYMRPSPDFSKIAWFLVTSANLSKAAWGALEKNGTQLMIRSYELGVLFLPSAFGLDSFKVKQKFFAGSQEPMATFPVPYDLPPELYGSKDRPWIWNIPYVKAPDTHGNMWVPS
#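 Recombinant human Tdp1 (E. coli-expressed, 1 nM final) preincubated with compounds 15 min at room temperature, then 5'-biotin/3'-phosphotyrosine-FITC DNA substrate (15 nM final) added for 5 min. AlphaScreen beads (10 ug/ml final) added 10 min; cleavage lowers signal.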
# * hit, by the source's call; ? = inconclusive; nt = not tested or not shown; & = joins results of further samples; [ ] = dose if it differs, or a comment. Calls follow the shape of the dose curve; as a rule, active = well fitted curve in the direction sought with a large enough effect; inconclusive = small, poorly fitted or top-dose-only effect, or another doubt; inactive = no such curve, though single readings can be large; an effect the other way counts as inactive or inconclusive. % is scaled to controls: 0 for no effect and ±100 for the full control effect; potency is read from the fitted curve at half-maximal effect. Compounds as they come. Share with any hit: about 18%.
SMILES,DT40 TDP1 CPT,DT40 TDP1 no CPT,TDP1 inh
CC(C)CCOP(=O)(c1ccc(N(C)C)cc1)C(O)c1ccccn1 (stereo not given),-18.2%,-4.8%,5.8%
O=C(c1ccccn1)N1CCCC(N2CCN(c3ccccc3)CC2)C1 (stereo not given),3.1%,12.7%,2.1%
COCc1cc(=O)[nH]c2cc(NC(=O)C(F)(F)F)c(C)cc12,-5.2%,-2.7%,4.4%
O=C(COc1ccccc1)NCc1ccccc1,4.6%,-6.6%,-3.6%
O=C(CS(=O)(=O)Cc1ccccc1)Nc1nnc(C2CCCCC2)s1,3.5%,-2.5%,5.3%
CN(Cc1ccccc1)C(=O)C1CCN(S(=O)(=O)c2cccc3nonc23)CC1,-1.3%,?,5.4%
Cc1cc(=O)[nH]c2c1c(C)nn2C1CCCC1,?,-14.6%,3.3%
COc1ccc(NC(=O)/C(=C\c2ccc(OS(=O)(=O)c3ccc(C)cc3)cc2)NC(=O)c2ccccc2)cc1,-19.6%,-7.7%,5.8%
CN1CCc2nc(NC(=O)c3cccc(S(=O)(=O)N4CCc5ccccc54)c3)sc2C1,-9.9%,-16.1%,9.5%
CCN(CC(=O)Nc1ccc(NC(C)=O)cc1)C(=O)c1ccc(N2CCC(C)CC2)c([N+](=O)[O-])c1,-26.9%,-12.5%,5.5%
O=C1C=C(NCCc2ccccc2)C2(CCCCC2)O1,3.9%,-1.3%,-2.6%
COC(=O)c1ccc(OCCCCN(C)Cc2ccccc2)cc1,?,-12.1%,nt
COc1ccccc1C(=O)N/N=C1/NC(=O)CC(C(=O)Nc2ccccc2)S1 (stereo not given),3.9%,-20.9%,5.2%
COc1ccc(C)cc1NC(=O)C1CCN(C(=O)Cc2ccccc2)CC1,11.7%,-27.8%,1.3%
CC(=O)NC1C(=O)N=C(SCC(=O)Nc2sc3c(c2C#N)CCCCCC3)NC1=O (stereo not given),0.3%,-10.3%,-2.6%
COC(=O)[C@H]1C[C@@H]1[C@H](NC(=O)c1cc(C)on1)c1ccccc1,-0.1%,3.5%,-3.9%&-2.7%
Cn1cnnc1SCc1ccc(F)c2ccccc12,-3.5%,-17.5%,3.6%
CCOC(=O)CC(=O)CSc1nc2c(sc(=S)n2-c2ccc(C)c(C)c2)c(=O)[nH]1,-3.0%,-13.6%,nt
O=C(NCc1cccc(C(F)(F)F)c1)c1ccc2nc([C@@H]3O[C@H](CO)[C@@H](O)[C@H]3O)[nH]c2c1,-14.6%,-12.0%,nt
CC1CC1C(=O)OCC(=O)NCc1ccc(Cl)cc1Cl (stereo not given),-9.6%,-27.9%,1.9%
CCOC(=O)c1cc2c(=O)n3ccccc3nc2n(CC2CCCO2)c1=NC(=O)c1cccc(C(F)(F)F)c1 (stereo not given),-25.5%,-23.9%,0.0%
Cc1[nH]c(=O)c(C#N)c(C)c1CCC(=O)NCc1cccc(C(F)(F)F)c1,-0.8%,3.5%,-5.4%
CCCCCc1ccc(C)cc1O,-67.6%,-72.4%,nt
COc1ccccc1N1CC(O)=C(c2nc3ccccc3c(=O)[nH]2)C1=N,?,?,5.7%
COc1ccc(CC(=O)NCc2nnc(SCC(=O)Nc3nccs3)n2-c2ccccc2)cc1,-26.8%,-19.6%,0.0%
O=C(NNC(=O)c1ccccc1C(=O)O)c1ccc(O)cc1,0.5%,?,-5.4%
O=c1[nH]c(/C=C\c2ccc(O)cc2)nc(O)c1[N+](=O)[O-],-13.3%,13.6%,nt
Cc1ccsc1/C=N/NC(=O)C(N)=O,-23.6%,?,1.3%
COc1cccc(C(=O)N[C@@H](CCSC)c2nc3ccccc3[nH]2)c1,?,-6.9%,5.3%
S=c1[nH]nc(-c2ccncc2)n1/N=C/c1ccccc1Cl,2.0%,-7.1%,2.6%
CCc1cc(=O)[nH]c(SCC(=O)Nc2ccc3c(c2)OCCO3)n1,-28.1%,-18.0%,-6.9%
CN(C(=O)/C=C/c1ccccc1)C1CCCCC1,-2.0%,-21.8%,nt
O=c1cc(CN2CCN(S(=O)(=O)c3ccc4ccccc4c3)CC2)nc2sccn12,1.2%,-18.5%,0.0%
O=C(Cc1c(F)cccc1Cl)NNC(=O)c1ccc(Br)s1,8.1%,14.7%,-6.6%
COc1ccc(Br)cc1/C=N/n1c(C)nnc1C,-12.0%,5.3%,-2.6%
O=C(CSc1nnc(C2COc3ccccc3O2)o1)N1CCCC1 (stereo not given),-14.9%,-19.5%,5.8%
CC1=NN(C(=O)COc2ccc(C)c(C)c2)C(O)(c2ccc(Cl)cc2)C1 (stereo not given),13µM*,14.6µM*,2.7%
COC(=O)[C@@H](NC(=O)Nc1ccc(OC(F)(F)F)cc1)C(C)C,-5.5%,-22.3%,-4.2%
COc1ccc(OCC(O)CNS(=O)(=O)c2cccc(Cl)c2)cc1 (stereo not given),?,?,-5.7%
CSc1ccc(-c2nc3cccc(C)n3c2Nc2ccc(Cl)cc2)cc1,9.2µM*,7.31µM*,7.3%
c1ccc(Sc2ccncc2)cc1,0.7%,3.3%,nt
O=c1c2c3c(sc2ncn1/N=C/c1cccnc1)CCCC3,1.5%,-16.8%,0.0%
CC1CCCCC12NC(=O)N(CC(=O)N1CCN(S(=O)(=O)Cc3ccccc3)CC1)C2=O (stereo not given),-20.1%,-26.0%,4.4%
COc1cc(NC(=O)NCc2ccco2)ccc1-c1ccc(NC(=O)NCc2ccco2)cc1OC,0.8%,?,nt
O=C1CCCC2=C1C(c1ccco1)Nc1ccc(C(=O)c3ccccc3)cc1N2 (stereo not given),14.6µM*,11.6µM*,3.0%

# In another format: entries from further up.
CCc1cc(=O)[nH]c(SCC(=O)Nc2ccc3c(c2)OCCO3)n1
- DT40 TDP1 CPT: -28.1%
- DT40 TDP1 no CPT: -18.0%
- TDP1 inh: -6.9%
CN(C(=O)/C=C/c1ccccc1)C1CCCCC1
- DT40 TDP1 CPT: -2.0%
- DT40 TDP1 no CPT: -21.8%
- TDP1 inh: nt
O=c1cc(CN2CCN(S(=O)(=O)c3ccc4ccccc4c3)CC2)nc2sccn12
- DT40 TDP1 CPT: 1.2%
- DT40 TDP1 no CPT: -18.5%
- TDP1 inh: 0.0%
O=C(Cc1c(F)cccc1Cl)NNC(=O)c1ccc(Br)s1
- DT40 TDP1 CPT: 8.1%
- DT40 TDP1 no CPT: 14.7%
- TDP1 inh: -6.6%

# (list continues)
SMILES,DT40 TDP1 CPT,DT40 TDP1 no CPT,TDP1 inh
CS(=O)(=O)c1ccc(C(=O)Nc2ccc(N3CCCC3)cc2)c(Cl)c1,15.0%,-15.4%,-1.6%
Cc1noc(C)c1C(=O)N1CCC[C@@]2(CCN(C(=O)Nc3ccccc3)C2)C1,?,6.3%,nt
CCOc1ccc(Cl)cc1-c1cc(C(=O)Nc2ccc(Br)cc2)[nH]n1,23.1µM*,18.4µM*,nt
Cc1ccc2c(c1)C(CCN)C(=O)N2Cc1ccccc1 (stereo not given),?,20.6µM*,4.8%
O=C(CSc1ccc(F)cc1)Nc1ccc(N2CCOCC2)c(Cl)c1,-28.5%,?,0.2%
COc1ccc(OCC(=O)Nc2ccc3c(c2)nc(CCN2CCCCC2)n3C)cc1,-30.9%,16.7%,3.1%
COc1cc(CO)ccc1OCC(=O)N1CCc2ccccc21,-16.7%,0.6%,4.6%
CN(C)C(=O)c1ccc(-c2cncnc2N2CCNCC2)cc1,10.4%,1.6%,nt
CCOc1ccccc1N1CCN(C(=O)c2ccc(Cl)c(S(=O)(=O)N3CCCCC3)c2)CC1,?,?,5.8%
COc1ccccc1CNC(=O)CS(=O)Cc1nc(-c2ccc(OC)c(OC)c2)oc1C (stereo not given),?,?,5.0%&5.8%
CC1=C(C(=O)Nc2ccc(Cl)cc2)C(c2ccccc2F)n2nc(SCc3cccc(Cl)c3)nc2N1 (stereo not given),?,23.1µM*,0.0%
CC1(C(=O)OCC(=O)Nc2ncc(Cl)cc2Cl)CC1(Cl)Cl (stereo not given),2.9%,-4.4%,nt
Cc1cc(C)cc(Oc2ccccc2C=O)c1,5.8µM*,4.61µM*,0.0%
O=C(CCS(=O)(=O)c1ccc2c(c1)NC(=O)CS2)NCc1cccs1,-13.8%,11.7%,-1.6%
CCCOc1ccccc1NC(=O)/C=C/C(N)=O,1.26µM*,2.51µM*,2.2%

# Some of the entries so far, with each value named:
SMILES: Cc1cc(=O)[nH]c2c1c(C)nn2C1CCCC1
  DT40 TDP1 CPT: ?	DT40 TDP1 no CPT: -14.6%	TDP1 inh: 3.3%

SMILES: COc1ccc(NC(=O)/C(=C\c2ccc(OS(=O)(=O)c3ccc(C)cc3)cc2)NC(=O)c2ccccc2)cc1
  DT40 TDP1 CPT: -19.6%	DT40 TDP1 no CPT: -7.7%	TDP1 inh: 5.8%

# More entries follow.
SMILES,DT40 TDP1 CPT,DT40 TDP1 no CPT,TDP1 inh
COC(=O)[C@@H](NC(=O)N1CCN(C(=O)C2COc3ccccc3O2)CC1)C(C)C (stereo not given in full),-23.9%,3.1%,1.1%
CCCCNC(=O)N1c2ccccc2CC1C (stereo not given),-21.2%,-6.8%,0.0%
O=C(NCc1cccc(Cl)c1)c1ccc2nc(N3CCOCC3)sc2c1,?,?,nt
CCCn1c2ccccc2c2cnn(CC(=O)NCCCN(Cc3ccccc3)C(C)C)c(=O)c21,?,20.6µM*,-6.2%
CCOC(=O)Cn1c(=NC(=O)C2COc3ccccc3O2)sc2cc(S(N)(=O)=O)ccc21 (stereo not given),?,20.6µM*,7.9%
CCc1noc(C)c1C(=O)N(Cc1ccccc1)c1c(N)n(CCOC)c(=O)[nH]c1=O,2.9%,?,1.4%
CN(C(=O)COC(=O)c1cc(F)c(F)cc1Cl)c1ccccc1,2.0%,12.5%,nt
Cc1nc2ccc(NC(=O)c3cccs3)cc2c(=O)n1Cc1ccc(Cl)cc1,18.4µM*,?,0.0%
Cn1c(SCC(=O)Nc2cccc(Br)c2)nnc1-c1cc2ccccc2o1,-18.0%,-25.4%,-1.1%
CC(=O)N1CCC(N(CCCOC(C)C)C(=O)Nc2ccc(C)c(C)c2)CC1,-20.3%&-23.9%,?,2.6%&3.1%
CN(C)CCCN1C(=O)c2oc3ccc(F)cc3c(=O)c2C1c1cccnc1 (stereo not given),-3.8%,-3.5%,3.1%
COc1ccc(/C=N/n2c(SC)nnc(C(C)(C)C)c2=O)cc1OC,14.5%,-0.5%,5.0%
O=S(=O)(NCC1CC1)c1cc(Cl)cc(Cl)c1,12.8%,8.1%,nt
Cc1cc(OCC(=O)NCc2cccnc2)c2c(C)cc(=O)oc2c1,25.7%,-13.8%,1.7%
CC(C)NC(=O)CSc1nncn1-c1ccccc1,-15.2%,10.3%,0.0%
Cc1cc(C)c(NC(=O)CN2C(=O)c3cccnc3Oc3ccc(Cl)cc32)c(C)c1,?,?,6.2%
Cn1cc(C(=O)NCCc2ccc(Cl)cc2)c(=O)c2cc(S(=O)(=O)N3CCCCC3)ccc21,-4.9%,8.9%,-2.3%
Cc1ccc(-c2nc(=N)sn2Cc2ccccc2)cc1,4.47µM*,4.47µM*,nt
COc1cccc(C2C3=C(N=c4s/c(=C\c5ccc(OCC(=O)O)cc5)c(=O)n42)c2ccccc2CC3)c1 (stereo not given),-24.7%,?,nt
COc1ccc(C(=O)NC(=S)NNC(=O)COc2ccccc2)cc1,14.6µM*,?,8.4%
CCOc1ccc(C(c2c(O)cc(C)n(Cc3ccco3)c2=O)N2CCCCC2)cc1 (stereo not given),6.3%,1.1%,8.1%
COc1cccc(NC(=O)CSc2nc3c([nH]c4ccccc43)c(=O)n2-c2cccc(Cl)c2)c1,?,-42.8%,7.7%
CCOC(=O)c1cc2c(=O)n3ccccc3nc2n(C(C)C)c1=NC(=O)c1c(-c2c(F)cccc2Cl)noc1C,8.2µM*,8.2µM*,2.9%&-2.3%
CC1=CC(C)(C)Nc2ccccc21,6.8%&-27.6%,-1.5%&-6.9%,0.7%&7.3%&5.9%&23.4%
CCNC(=O)C1(C)CCCN(CC(=O)c2ccccc2OC)C1 (stereo not given),-21.2%,1.5%,nt
CCc1nnc(NC(=O)CCC(=O)N2CCN(Cc3cc(Cl)ccc3OC)CC2)s1,-12.9%,-18.1%,8.3%
O=C(Cn1ncc2c3ccccc3n(Cc3ccccc3)c2c1=O)NCc1ccco1,-19.2%,?,nt
N#Cc1c(N)n(-c2cccc(C(=O)O)c2)c2nc3ccccc3nc12,0.3%,-0.3%,5.0%
CCOC(=O)[C@H]1[C@H]2COc3ccc(Cl)cc3[C@@H]2N2C(=O)CN(Cc3ccc(Cl)cc3)C(=O)[C@@]12C,?,16.4µM*,0.4%
Cc1cccc(NC(=O)Cn2c(=O)n(C)c3ccccc32)c1,?,-3.9%,-0.7%[56.1 µM]
